Assay outcomes deposited in PubChem BioAssay by several laboratories.
eLon inh: inhibitors of E. coli Lon protease; P0A9M0; purified E. coli Lon protease, fluorescence polarization; inhibition, % at 7.94 µM; actives 0.42% (n = 360,000); AID 602123; in the data active means inhibition above about 13%, passing the limit was not always enough;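 further: 0% = enzyme with probe and DMSO and 100% = no enzyme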
Target sequence (P0A9M0 whole entry, looked up): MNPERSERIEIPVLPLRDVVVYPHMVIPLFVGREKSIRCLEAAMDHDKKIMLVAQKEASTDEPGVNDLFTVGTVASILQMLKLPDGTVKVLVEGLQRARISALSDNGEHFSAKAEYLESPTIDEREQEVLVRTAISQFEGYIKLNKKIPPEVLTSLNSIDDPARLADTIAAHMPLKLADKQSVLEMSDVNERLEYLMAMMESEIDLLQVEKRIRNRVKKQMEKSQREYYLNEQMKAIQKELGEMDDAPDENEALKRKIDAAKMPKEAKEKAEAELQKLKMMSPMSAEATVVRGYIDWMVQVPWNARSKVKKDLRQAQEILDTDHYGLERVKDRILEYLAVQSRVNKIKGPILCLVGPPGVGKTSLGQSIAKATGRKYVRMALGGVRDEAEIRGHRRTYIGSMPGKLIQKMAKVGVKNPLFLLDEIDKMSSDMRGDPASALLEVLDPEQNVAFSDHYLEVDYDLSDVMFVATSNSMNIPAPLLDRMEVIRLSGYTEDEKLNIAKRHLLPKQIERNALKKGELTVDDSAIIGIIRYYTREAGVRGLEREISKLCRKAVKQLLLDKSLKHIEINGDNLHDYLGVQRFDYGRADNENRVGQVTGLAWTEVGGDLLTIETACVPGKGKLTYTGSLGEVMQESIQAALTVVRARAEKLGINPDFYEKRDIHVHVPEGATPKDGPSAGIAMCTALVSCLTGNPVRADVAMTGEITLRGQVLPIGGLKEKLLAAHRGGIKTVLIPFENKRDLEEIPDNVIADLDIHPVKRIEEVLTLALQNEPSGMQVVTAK
SKN-1 inh: blocks SKN-1 activity in C. elegans; C. elegans VP596 Pgst-4::GFP/RFP ratio, acrylamide-induced, 24 h; actives 0.49% (n = 360,000); inhibition, % at 21.8 µM;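 active means interference check ratio from 0.5 to 1.5 plus GFP to RFP signal ratio inhibition reaching or exceeding a fixed threshold, cut at about 30% in these data, passing the limit was not always enough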; further: some compounds called inactive have numbers as strong as hits
Rin1 Abl inh: blocks binding of human Rin1 to Abl. P00519+Q13671. TR-FRET Rin1/Abl binding, biochemical. inhibition, % at 7.35 µM. actives 0.4% (n = 360,000). AID 588664; in the data active means inhibition above about 5%, passing the limit was not always enough
bovine MsrA act: activates bovine MsrA enzyme; purified bovine MsrA, absorbance read-out; activation, % at 10.6 µM; actives 0.3% (n = 360,000); AID 602163; in the data active means activation above about 7.5%;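 further: 0% = vehicle and 100% = reference activator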
MT1-MMP act inh: blocks activation of human MT1-MMP. actives 0.061% (n = 360,000). HT1080 RFP-PRO-GFP cells, GFP/RFP ratio fluorescence, overnight; percent of plate control window, DMSO zero. GFP/RFP ratio change, % at 20 µM. P50281;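 active means GFP/RFP ratio change of at least 30% with cell ATP level not reduced by more than half and red fluorescence within 50% of control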; further: strong numbers were not always called active
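Material – HT1080 RFP-PRO-GFP cells · Control set – DMSO wells and RFP-L50D-GFP cells · Incubation – overnight cell settling, then overnight compound exposure, 37 °C, 5% CO2 · Compound dosing – single-point 20 µM compound, 1% DMSO · Read-out – GFP/RFP fluorescence ratio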
FAS TE block: inhibitors of human fatty acid synthase thioesterase domain | P49327 | recombinant FAS-TE, OMFH fluorogenic substrate, fluorescence endpoint | inhibition, % at 15 µM | actives 0.67% (n = 360,000);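 active means compounds whose normalised, plate-corrected inhibition of enzyme fluorescence in the single-dose primary screen is 50% or more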;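 further: 0% = DMSO with enzyme and 100% = substrate without enzyme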
Neddylation inh: blocks human cullin neddylation. TR-FRET cullin neddylation, biochemical. calls only at 25 µM. actives 0.58% (n = 360,000). AID 651699; in the data active means inhibition above about 36%
CendR NRP1 mod: alters CendR peptide binding to human NRP-1. O14786. FAM-RPARPAR peptide binding to NRP-1, fluorescence polarization. inhibition, % at 25 µM. actives 0.85% (n = 360,000);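 active means inhibition or corrected inhibition above about 18%, plus a signal ratio from 0.5 to 1.5, limit read from the data, passing the limit was not always enough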; further: strong numbers were not always called active
MsrA inhibitor: inhibitors of bovine MsrA; actives 0.75% (n = 360,000); inhibition, % at 15.5 µM; purified bovine MsrA, absorbance read-out; AID 651718; in the data active means inhibition above about 4.5%;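 further: 0% = vehicle wells with enzyme and 100% = reference inhibitor wells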
Numbers without * were called inactive; i = inactive; · = not tested or not shown; & = joins results of further samples.

SMILES	eLon inh	SKN-1 inh	Rin1 Abl inh	bovine MsrA act	MT1-MMP act inh	FAS TE block	Neddylation inh	CendR NRP1 mod	MsrA inhibitor
COc1ccc2[nH]c(C(=O)N3CCC(CO)(Cc4cccc(C(F)(F)F)c4)CC3)c(C)c2c1	-9	16	-1	-1	-4	18	i	0	0.2
CCOC(=O)COn1c(=O)c(=O)n(OC)c2ccccc21	-11	-8	-1	-16	5	-8	i	-1	1.3
CCN(CC)CCCC(C)Nc1nccc2cccc(Cl)c12 (configuration not stated)	2	24	-2	-2	-5	-4	i	-1	-0.1
CC1(c2ccc(OC(F)F)cc2)NC(=O)N(CC(=O)NC2CCCC2)C1=O (configuration not stated)	11	2	3	-3	8	-10	i	8	0.5
CCc1cc2c(-c3ccccc3)cc(=O)oc2c(CN2CCOCC2)c1O	-7	-10	1	-10	-6	8	·	-1	0.2
O=C(CSCc1ccco1)Nc1cc(C(F)(F)F)ccc1N1CCOCC1	-12	3	-1	0	-3	7	i	-7	0.7
C=CCN1C(c2ccccc2)=CS/C1=C(\C#N)c1nnc2n1CCCCC2	-1	9	-1	-6	9	-8	i	-2	4.8*
CCCN(CCC)C(=O)CSc1nc2n[nH]c(C)c2c(=N)n1-c1ccc(OCC)cc1	-2	0	1	-10	6	2	i	-5	·
CCOC(=O)N1CCN(c2cc(N3CCN(CC)CC3)c(F)cc2[N+](=O)[O-])CC1C (configuration not stated)	-4	14	-7	1	10	-3	i	-10	1.6
COC(=O)C1=C(C)Nc2nc3ccccc3n2C1c1cc(OC)c(OC)c(OC)c1 (configuration not stated)	-4	-3	2	-3	11	-2	i	4	3.4
CCCC(=O)Nc1ncnc2c1ncn2[C@@H]1O[C@@H]2COP(=O)(O)O[C@H]2[C@H]1OC(=O)CCC	-4&4	13&-13	-1&-1	-1&0	3&3	-2&-3	i	-8&-2	0.5&-1.7
COc1cccc(NC(=O)C23CCC(C)(C(=O)O2)C3(C)C)c1 (configuration not stated)	-8	25	1	0	7	-10	i	7	0.0
CCOc1cc2c(C#N)c(N(CC)CC)nc(N)c2c(N)n1	-23	16	-3	-2	5	3	i	-19	0.6
Cc1ccc(OCC(=O)N2CCC3(CC2)CC(=O)c2ccccc2O3)cc1	3	22	2	-2	-2	3	i	-1	-0.5
S=c1[nH]c2cc(Cl)ccc2s1	-9	8	-4	12*	-1	-3	i	0	0.7
Cc1ccc(C(=O)OCC(=O)Nc2ccccc2)cc1S(=O)(=O)N1CCCCC1	-10	6	0	-4	3	23	i	5	-0.2
CCOc1ccc(NS(=O)(=O)c2ccc3[nH]cc(C(=O)N(CC)CC)c(=O)c3c2)cc1	2	-9	-1	-4	6	-9	i	-9	0.4
CCCN(Cc1nnc(-c2cccs2)o1)C(=O)CN1C(=O)NC2(CCC(C)CC2)C1=O (configuration not stated)	8	10	0	-1	0	-6	i	1	-0.2
COc1cccc(NC(=O)N2CCC(C(=O)Nc3ccc(C)cc3C)CC2)c1	-9	-11	-2	-11	0	-13	i	3	-1.1
Cc1ccc(C(=O)NC(=S)Nc2ccccc2C)cc1	3	7	-1	-3	5	7	i	-18	1.8
COC(=O)[C@@]12C[C@@H](CC(=O)N3CCSCC3)C(=O)N(Cc3cccc4ccccc34)C1=CCC(C)(C)C2	·	13	·	·	-23	·	i	15	-0.2
S=C(Cc1cccnc1)N1CCOCC1	3	-5	0	-5	11	-11	i	-8	·
CCC(CC)c1nnc(NC(=O)c2nn(C)c(=O)c3ccccc23)s1	6	-6	-3	-2	-1	-2	i	0	·
Cc1oc(-c2ccc(F)cc2)nc1CN(Cc1ccccn1)CC1CCCO1 (configuration not stated)	-2	12	0	-4	-5	-5	i	-12	0.3
O=C(Nc1ccccc1Cl)c1cc(C2CCCN(C(=O)c3cccc(O)c3)C2)on1 (configuration not stated)	-10	9	0	-2	-1	-4	i	12	-1.1
O=C(COC(=O)C1=COCCO1)Nc1ccc(F)c(F)c1	11	-5	1	-8	-4	-3	i	-4	-0.8
c1csc(-c2cn3ccc4ccccc4c3n2)c1	6	39*	4	0	1	9	·	-12	-0.5
COC(C(=O)NNC(=O)CCc1ccccc1)c1ccccc1 (configuration not stated)	-1	-5	-2	-3	-2	-4	i	3	-0.6
COc1ccccc1-c1cc(C(=O)Nc2cc(C)n(Cc3ccc(Cl)cc3)n2)no1	0	-6	1	-1	2	12	i	2	-0.5
O=C(O/N=C1/CCCc2occc21)c1ccccc1	-5	-17	1	-6	2	-5	i	-2	-0.8
O=C1c2cccc3cccc(c23)C(=O)N1c1nncs1	-3	-1	-6	-3	3	-4	i	-19	2.5
Cc1ccc(NC(=S)NC2CC3CCCC(C2)N3Cc2ccco2)cc1 (configuration not stated)	0	5	2	-4	5	-1	i	4	-0.8
COC(=O)C1=C(C)NC(=O)CC1c1ccccc1F (configuration not stated)	6	-4	4	3	4	-4	i	-1	-1.4
CN(C)/C=C1\Oc2ccc3ccccc3c2C1=O	-18	1	-1	-5	2	0	i	-2	-0.7
O=C(c1ccc(Cl)nc1)N1CCN(S(=O)(=O)c2ccc(Cl)cc2)CC1	1	-4	-1	0	0	0	i	1	-0.8
Cc1ccc(C(=O)NC(=S)NNC(=O)CC#N)cc1	-7	6	0	7.8*	-2	-5	i	-5	-0.2
Cc1cccc(N2CCN(C(=O)c3ccc(Cl)c(S(=O)(=O)N4CCc5ccccc5C4)c3)CC2)c1C	15	6	1	-3	-11	24	i	-5	-1.0
COc1ccc2cc(C(=O)C3CCCN(C(=O)c4cccnc4)C3)ccc2c1 (configuration not stated)	-4	-6	-12	-6	-1	-3	·	-16	1.9
Nc1cccc(S(=O)(=O)Nc2ccc(Br)cc2)c1	-9	8	-2	-2	0	0	i	-1	-0.5
CN1CCN(S(=O)(=O)c2cccc(C(=O)NCc3ccc(Cl)cc3)c2)CC1	-3	4	4	-1	2	-1	i	-2	0.7
Fc1ccc2nncc(SCc3ccccc3Cl)c2c1	6	29	1	-2	3	23	i	-7	0.3
Cc1ccc(-c2nc3cccnc3o2)cc1NC(=O)COc1ccc(C(C)(C)C)cc1	-2	43*	0	-3	4	15	i	-3	0.2
O=C(NC(Cc1ccccc1)C(=O)O)/C(=C\c1ccc([N+](=O)[O-])cc1)NC(=O)c1ccco1 (configuration not stated)	-13	-9	0	-5	-11	12	i	-2	2.1
COc1cc2c(c(OC)c1OC)C(=O)C(=Cc1ccccc1)O2	-1	11	-2	-2	7	-4	i	26*	3.4
Cc1ccc(-n2c(SCC(=O)N3CCOCC3)nc(O)c(Cc3ccccc3)c2=O)cc1	-3	-1	1	-1	-5	-3	i	3	-1.2
O=C(NCc1ccc2c(c1)CCO2)Nc1ccccc1	0	10	0	-3	2	-5	i	12	-0.6
S=C(NCc1cccs1)Nc1ccc(Br)cc1Cl	-4	-6	3	-3	-1	13	i	-16	0.2
O/N=C/c1cc2ccccc2n1Cc1ccccc1F	-17	16	-3	-2	0	-4	i	0	-0.2
O=C(COc1ccc(Cl)cc1)NCc1nnc(SCC(=O)N2CCCCC2)o1	-6	-6	-1	-5	6	-6	i	2	-0.6
Cc1onc(-c2c(Cl)cccc2Cl)c1C(=O)N1CCN(c2ncccn2)CC1	-5	8	3	-3	-1	-1	i	9	0.9

Next records:
SMILES	eLon inh	SKN-1 inh	Rin1 Abl inh	bovine MsrA act	MT1-MMP act inh	FAS TE block	Neddylation inh	CendR NRP1 mod	MsrA inhibitor
COc1cccc(S(=O)(=O)NCc2ccc(C(=O)NCc3ccco3)cc2)c1	0	7	2	-3	-4	-5	i	-18	-1.0
CN(C(=O)COc1ccccc1)c1nnc(-c2cccnc2)s1	-8	-13	-3	-3	0	-8	i	-5	-0.1
COc1ccc(Cl)cc1N1C(=O)CC(N2CCc3ccccc32)C1=O (configuration not stated)	-17	16	3	-5	0	3	i	-7	0.2
NS(=O)(=O)c1ccc(N2CCCCCC2)c([N+](=O)[O-])c1	3	1	-3	-3	-2	1	i	7	0.3
CCOC(=O)C1CCCN(C2=C(NS(=O)(=O)c3ccc(Br)cc3)C(=O)c3ccccc3C2=O)C1 (configuration not stated)	6	4	-6	3	3	9	i	14	1.1
Cc1ccccc1C(=O)NNC(=O)c1cc(N)cc([N+](=O)[O-])c1	8	-3	-4	-3	-8	-2	i	1	1.1
Cc1ccc(C(=O)OCC(=O)Nc2cccc(S(=O)(=O)NC3=NCCCCC3)c2)c(C)c1	-1	-6	1	0	1	6	i	6	-0.7
COc1cccc(OC)c1OCc1cc(C2C3CCCC=C3C(C#N)=C(N)C2(C#N)C#N)c(C)cc1C (configuration not stated)	-4	-30	2	-10	-32	13	i	-47	-0.7
CCNC(=O)C1(C)CCN(Cc2cccc(C(F)(F)F)c2)C1 (configuration not stated)	-13	2	-2	-1	4	-1	i	4	0.0
O=C(Nc1ccc(Cl)cc1)c1ccncc1	1	4	1	-4	2	-2	i	-1	-0.2

Reformatted with each value named: entries from further up.
CCOC(=O)C1CCCN(C2=C(NS(=O)(=O)c3ccc(Br)cc3)C(=O)c3ccccc3C2=O)C1 (configuration not stated)
- eLon inh: 6
- SKN-1 inh: 4
- Rin1 Abl inh: -6
- bovine MsrA act: 3
- MT1-MMP act inh: 3
- FAS TE block: 9
- Neddylation inh: i
- CendR NRP1 mod: 14
- MsrA inhibitor: 1.1
COc1cccc(S(=O)(=O)NCc2ccc(C(=O)NCc3ccco3)cc2)c1
- eLon inh: 0
- SKN-1 inh: 7
- Rin1 Abl inh: 2
- bovine MsrA act: -3
- MT1-MMP act inh: -4
- FAS TE block: -5
- Neddylation inh: i
- CendR NRP1 mod: -18
- MsrA inhibitor: -1.0

Next section
SMILES	eLon inh	SKN-1 inh	Rin1 Abl inh	bovine MsrA act	MT1-MMP act inh	FAS TE block	Neddylation inh	CendR NRP1 mod	MsrA inhibitor
O=C(COc1ccc(S(=O)(=O)NC2CCCCC2)cc1)NCCC1=CCCCC1	-19	-4	-1	-5	-6	14	i	0	-0.1
CCOc1ccc(CNCCCSc2ncccn2)cc1OC	-4	11	1	-2	-1	-5	i	5	-1.3
O=C1CCCC(O)=C1N=Nc1cccc(C(=O)O)c1	-5	7	-1	-16	13	-3	i	15	1.6
CCOC(=O)N1CCN(S(=O)(=O)c2ccc(C(=O)Nc3nc4ccc(F)cc4s3)cc2)CC1	-11	10	-2	-1	2	-16	i	-20	0.1
O=C(/C=C/c1ccc(F)cc1)c1ccc(N2CCOCC2)cc1	-5	13	-5	-3	3	4	i	3	0.4
Cc1nn(C)c(C(=O)Nc2ccn(Cc3c(F)c(F)cc(F)c3F)n2)c1[N+](=O)[O-]	7	6	1	-9	1	-4	i	0	-1.2
O=c1[nH]c(CCC2CCCC2)nc2ccccc12	-6	3	1	-3	5	0	i	5	-0.3
CN1CCN(C(=O)/C(=C/c2ccccc2F)NC(=O)c2ccccc2)CC1	2	-1	4	-8	-2	-4	i	4	1.0
COc1ccc(OCCSc2nnc(-c3ccccc3)n2N)cc1	2	20	-3	-2	6	-3	i	-2	0.3
O=C(C[n+]1cc(-c2ccc(Cl)cc2)n2c1CCC2)Nc1nc(-c2ccccc2)cs1	-21	0	2	-3	5	-4	i	-13	0.4
CC(OC(=O)/C=C/c1ccc2ccccc2n1)C(=O)NCc1ccccc1 (configuration not stated)	-11	14	-5	-4	-6	-4	i	1	0.0
Cc1ccc(C(=O)CCC(=O)OCC(=O)Nc2ccccc2SCC#N)cc1	-43	2	4	-4	-33	-6	i	-10	-0.3
CC(C)Oc1ccc2c(=O)c(-c3ccccc3)coc2c1	6	27	-5	1	2	15	i	-7	1.9
CCN(Cc1ccccc1)C(=O)c1oc2ccc(C)cc2c1C	1	0	0	0	2	24	i	-3	0.3
COc1cccc(CN2CCC(C(=O)N3CCC(C)CC3)CC2)c1	5	5	3	-4	3	-8	i	-13	-0.7
COc1ccc(C(=O)Nc2ccnn2C2CCN(Cc3ccccn3)CC2)cc1	6	11	7	-3	-5	-6	i	-2	0.8
Nc1cc(C(=O)OCC(=O)NCC2CCCO2)ccc1Cl (configuration not stated)	3	18	0	-1	3	-6	i	-6	1.5
